# Screens as filed in PubChem.
# TRPC6 inh: blocks the mouse TRPC6 cation channel | B-score at 10 µM | actives 1.1% (n = 310,000) | HEK293-TRPC6, membrane potential dye, ACh-evoked depolarization; active compounds read low;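 active = B-score under library mean minus 3 SD, initial fluorescence not abnormally high, positive integrated signal ratio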;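 also: B-score derived from integrated fluorescence ratio over the kinetic read; more negative B-score means stronger inhibition of depolarization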
# aSyn 5UTR inh: MLPCN primary screen, SNCA 5' untranslated region | alpha-synuclein 5'UTR reporter, inhibitor activity | actives 0.82% (n = 300,000) | inhibition, % (tested at 7.5 µM) | AID 1813; in the data active = inhibition above about 60%;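 also: H4 neuroglioblastoma cells stably carrying SNCA 5'UTR luciferase fusion; 0% = DMSO wells and 100% = positive control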
# TRPC6 act: mouse TRPC6 channel activation; AID 2550; B-score at 10 µM; HEK293-TRPC6 membrane potential dye fluorescence; active compounds read high; Q61143; actives 0.13% (n = 310,000);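 active = B-score of the integrated fluorescence ratio above library mean plus 3 SD, and starting fluorescence ratio within library mean plus 5 SD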;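 also: higher score means more depolarization so channel activation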
# TRPC4 potent: TRPC4 (mouse) allosteric potentiation. HEK293 TRPC4beta/mu-opioid, DAMGO EC20, Fluo-4 Ca2+ flux; active compounds read high. B-score at 10 µM. actives 0.42% (n = 310,000). AID 2227;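 active = B-score of calcium response area above 5 SD of library B-scores, with initial fluorescence ratio within 5 SD of library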;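 also: B-score of integrated fluorescence ratio over time as area under calcium response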
# Target sequence (Q9QUQ5 whole entry, looked up): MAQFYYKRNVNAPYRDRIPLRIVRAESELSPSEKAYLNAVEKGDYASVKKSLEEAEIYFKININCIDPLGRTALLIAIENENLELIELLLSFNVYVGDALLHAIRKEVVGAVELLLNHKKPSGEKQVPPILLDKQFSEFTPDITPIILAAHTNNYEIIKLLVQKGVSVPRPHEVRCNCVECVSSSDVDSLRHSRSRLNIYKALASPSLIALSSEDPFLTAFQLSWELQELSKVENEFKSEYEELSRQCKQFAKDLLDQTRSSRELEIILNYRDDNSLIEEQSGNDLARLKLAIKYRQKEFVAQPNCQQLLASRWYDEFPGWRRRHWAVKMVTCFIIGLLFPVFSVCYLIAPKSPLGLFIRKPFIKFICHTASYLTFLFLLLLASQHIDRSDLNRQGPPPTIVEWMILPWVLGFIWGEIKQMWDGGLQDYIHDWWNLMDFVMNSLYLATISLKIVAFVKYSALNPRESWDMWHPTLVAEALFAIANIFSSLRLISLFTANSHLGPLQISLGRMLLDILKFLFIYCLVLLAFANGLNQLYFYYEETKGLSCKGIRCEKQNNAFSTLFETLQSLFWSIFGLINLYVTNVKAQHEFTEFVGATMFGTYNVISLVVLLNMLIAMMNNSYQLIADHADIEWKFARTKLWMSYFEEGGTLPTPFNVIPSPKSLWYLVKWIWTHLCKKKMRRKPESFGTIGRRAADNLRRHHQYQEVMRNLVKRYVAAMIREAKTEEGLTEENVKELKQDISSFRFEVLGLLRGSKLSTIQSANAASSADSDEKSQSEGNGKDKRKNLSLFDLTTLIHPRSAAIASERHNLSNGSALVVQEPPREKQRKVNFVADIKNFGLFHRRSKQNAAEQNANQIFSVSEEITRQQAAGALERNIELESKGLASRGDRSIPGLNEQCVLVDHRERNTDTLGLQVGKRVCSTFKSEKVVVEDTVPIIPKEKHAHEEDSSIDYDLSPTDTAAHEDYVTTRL
# TRPC4 inh: inhibitors of mouse TRPC4 channel. Q9QUQ5. HEK293 TRPC4beta/mu-opioid, DAMGO-evoked Fluo4 calcium flux; active compounds read low. B-score at 10 µM. actives 0.39% (n = 300,000). AID 2247;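 active = B-score over 3 SD under the library average, no early fluorescence shift, positive overall ratio signal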
#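 Assay system: HEK293 cells with stable TRPC4beta plus mu-opioid receptor expression. Dosing: single dose. Measured by: Fluo4 Ca2+ flux fluorescence. Also added: DAMGO in two steps, submaximal then maximal. Read-out: B score from integrated Fluo4 fluorescence ratio.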
# KLF5 inhibitor: suppresses KLF5 promoter-driven expression; DLD-1 KLF5 promoter-luciferase reporter, luminescence; inhibition, % at 5 µM; actives 0.23% (n = 290,000); AID 1700;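 active = inhibition above a per-plate limit of that plate's mean compound inhibition plus 3 SD, cut at about 60% in these data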;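 also: 0% = DMSO wells and 100% = LY294002 at 200 µM; higher means less KLF5 promoter-driven luciferase light; inactives centre near -14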
# MrgX1 antag: blocks BAM8-22 activation of human MrgX1 receptor; MRGX1-HEK293 calcium flux, Fluo-4, BAM8-22 antagonism; active compounds read low; actives 1.3% (n = 310,000); AID 588676; B-score at 10 µM;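 active = calcium-response B-score plate-corrected more than 3 library SD below zero, starting fluorescence within 5 deviations, no agonist response on first addition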;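 also: peak minus trough fluorescence over baseline after final BAM8-22 challenge near maximal dose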
# IEC-6 tox: kills IEC-6 intestinal cells in KLF5 counter-screen | IEC-6 cytotoxicity, luminescence viability | inhibition, % at 5 µM | actives 0.78% (n = 290,000) | AID 1825; in the data active = inhibition above about 22%;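 also: 0% = plate median of test compound wells and 100% = cytotoxic reference compound wells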
# SKKanGAS inh: blocks kanamycin growth of S. pyogenes SKKanGAS strain; AID 1662; actives 1.3% (n = 300,000); BacTiter-Glo, 6 h; inhibition, % at 7.5 µM;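 active = mean replicate score, as percent of positive control median, at least 50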;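 also: strain carries kanamycin resistance gene driven by streptokinase promoter and grows in 40 µg/ml kanamycin; loss of luminescence reflects streptokinase promoter inhibition or plain growth inhibition; 0% = median of DMSO wells and 100% = positive control at its reference dose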
# TRPC4 act: opens the mouse TRPC4 cation channel. Q9QUQ5. HEK293 TRPC4beta/mu-opioid, Fluo4 calcium fluorescence; active compounds read high. B-score at 10 µM. AID 2237. actives 0.49% (n = 310,000);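 active = B-score above 5 SD of library B-scores, and initial fluorescence ratio not above library mean plus 5 SD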;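 also: positive B-score marks a calcium rise read as TRPC4 activation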
#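 Test system: HEK293 cells stably co-expressing mouse TRPC4beta and mu-opioid receptor | Schedule: Fluo4 dye loading 45 min at room temperature, 110 s recording | Measured by: Kinetic Fluo4 calcium fluorescence, 5 s baseline at 1 Hz | Evaluation: B score of integrated ratio | Controls: Buffer (low) and maximal DAMGO (high)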
# HIF act: HIF pathway transcriptional activation; U2OS HRE-luciferase reporter, luminescence; normalized: DMSO 0%, desferrioxamine 100%; AID 1910; activation, % at 7.5 µM (by protocol); actives 0.32% (n = 300,000);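 active = mean activation of at least 10% of the iron chelator positive control signal, with at least half of replicates also reaching 10%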
# * = called active by the depositor; i = inactive; . = no result given.
SMILES,TRPC6 inh,aSyn 5UTR inh,TRPC6 act,TRPC4 potent,TRPC4 inh,KLF5 inhibitor,MrgX1 antag,IEC-6 tox,SKKanGAS inh,TRPC4 act,HIF act
CCN(CC)CCCN=Cc1c(-c2ccccc2)[nH]n(-c2nc3ccccc3s2)c1=O,i,9,i,i,i,-27,i,-3,25,i,1.1
O=C(CCOc1ccccc1)Nc1ccccc1[N+](=O)[O-],i,-28,i,i,i,-23,-5.4*,-7,-1,i,0.2
Cc1ccc(N=C(NOC(=O)c2ccccc2)c2nonc2N)c(C)c1,i,-29,i,i,i,-33,i,-2,7,i,-0.1
Cc1ccc(/C=c2\s/c(=C(/C#N)C(=O)N3CCCC3)n(Cc3ccco3)c2=O)s1,i,-16,i,i,i,9,i,-6,14,i,-0.4
CCCCC(CC(C)O)c1n[nH]c(=S)n1-c1ccccc1 (stereo not drawn),i,-12,i,i,i,22,i,6,-8,i,-0.6
COc1ccc2sc(NC(=O)c3ccco3)nc2c1,i,22,i,i,i,37,i,10,-4,i,-1.4
Cc1c(CC(=O)NCC(=O)O)c(=O)oc2cc3c(cc12)CCC(C)(C)O3,i,13,i,i,i,-14,i,-5,1,i,-1.6
CCCn1cnc2c(c1=O)c1nc3ccccc3nc1n2Cc1ccccc1OC,i,40,i,i,i,-40,.,1,6,i,-0.1
CCn1nc(NS(=O)(=O)c2ccc([N+](=O)[O-])cc2)c2cc3cc(C)ccc3nc21,i,-24,i,i,i,-47,i,4,22,i,0.5
COc1cccc(OC)c1C(=O)Nc1ccc(Cc2ccncc2)cc1,i,0,i,i,i,5,i,4,-3,i,0.2
CC(C)Cc1ccc(/C=C/C(=O)N2CCCCC2)cc1,i,-121,i,i,i,-83,i,0,1,i,5.2
COc1ccc(-c2nc(CS(=O)(=O)CC(=O)NCCc3cc(OC)ccc3OC)c(C)o2)cc1,i,4,i,i,i,-25,i,-5,4,i,-0.3

# Shown as a hit in MrgX1 antag, of those listed so far:
molecule,aSyn 5UTR inh,TRPC6 act,TRPC4 potent,TRPC4 inh,KLF5 inhibitor,MrgX1 antag,TRPC4 act
O=C(CCOc1ccccc1)Nc1ccccc1[N+](=O)[O-],-28,i,i,i,-23,-5.4*,i

# The results go on:
SMILES,TRPC6 inh,aSyn 5UTR inh,TRPC6 act,TRPC4 potent,TRPC4 inh,KLF5 inhibitor,MrgX1 antag,IEC-6 tox,SKKanGAS inh,TRPC4 act,HIF act
O=C(/C=C/c1ccco1)N/C(=C\c1ccccc1)C(=O)NCCc1nc2ccccc2[nH]1,i,5,i,i,i,-1,i,-6,-1,i,-0.2
CCOC(=O)CC(=O)NC1(Cc2ccc(O)cc2)CCCCC1,i,-24,i,i,i,-26,i,-4,-8,i,0.2
Cc1ccc2nc(CSc3nnc(-c4ccco4)n3-c3ccccc3)cc(=O)n2c1,i,-16,i,i,i,-24,i,-6,0,i,-0.9
C=CCNC(=O)CSc1nnc(-c2ccccc2Br)n1-c1cccc(C(F)(F)F)c1,i,18,i,i,i,-5,i,7,-1,i,0.2
O=C(N/N=C/c1cccnc1)c1cc(-c2ccccc2)nc2ccccc12,i,-19,i,i,i,-22,i,5,6,i,-2.6
Cc1ccc2cccc(OCC(=O)N3CCc4ccccc43)c2n1,i,.,i,i,i,-7,i,3,.,i,.
Cc1ccc(NC(=O)c2cnn(-c3ccccc3)c2C)c(C)c1,i,-212,i,i,i,-135,i,-2,0,i,-8.0
COc1ccc(S(=O)(=O)N2CCN(Cc3cccc(OC)c3)CC2)cc1,i,-8,i,i,i,-73,i,-5,1,i,0.2
CCN1CCN(S(=O)(=O)c2ccc(Cl)c(C(=O)N(C)Cc3ccc(F)cc3)c2)CC1,i,7,i,i,i,.,i,.,-1,i,0.2
Cc1ccc(C(=O)C(C)Oc2cccc(NC(=O)c3ccco3)c2)cc1 (stereo not drawn),i,-6,i,i,i,-1,i,2,-8,i,3.7
O=C(CN1CCc2ccccc21)NC(=O)NCc1ccccc1,i,-19,i,i,i,-26,i,-1,-9,i,-0.1
CCCCNC(=O)CS(=O)Cc1nc(-c2ccc(C)cc2)oc1C (stereo not drawn),i,13,i,i,i,-14,i,1,-4,i,-0.5
CCOC(=O)c1ccc(NC(=O)C2(c3ccccc3)CCOCC2)cc1,i,17,i,i,i,-18,i,-8,-4,i,-0.1
COc1ccc(Cl)cc1NC(=O)NCc1ccco1,i,9,i,i,i,-35,i,-1,5,i,-0.3
CCCCn1c2ccccc2c2nnc(SCC(=O)NC3=NN=C(c4ccccc4)CS3)nc21,i,-13,i,i,i,-2,i,5,20,i,0.3
Cc1cc(NC(=O)CSc2nnc3ccc(-c4ccc(F)cc4)nn23)no1,i,-3,i,i,i,.,i,.,-7,i,0.7
CCOc1ccc(NC(=O)CCn2ccnc2)cc1,i,2,i,i,i,-14,i,5,-18,i,-19
COc1c(F)c(F)c(C(=O)O)c(Nc2ccc(C)cc2C)c1F,i,-3,i,i,i,-19,i,-5,0,i,0.3
CCCCn1c(=O)n(CC(=O)NCc2ccc(C)cc2)c(=O)c2c1nc(CO)n2CCC,i,4,i,i,i,3,i,-12,8,i,-0.2
N#Cc1ccc(Cn2c(=O)oc3ccccc32)cc1,i,9,i,i,i,-18,i,-4,-1,i,-12
CN1CCN(c2ccccc2/C=N/NC(=O)c2cccnc2)CC1,i,-2,i,i,i,-7,i,-1,-4,i,-0.1
COc1ccc(NC(=S)NCCc2ccc(F)cc2)c(OC)c1,i,5,i,i,i,-11,i,-2,-1,i,0.0
CSCc1ccc(C(=O)NC(C)c2cnn(-c3ccccn3)c2C)o1 (stereo not drawn),i,-37,i,i,i,-34,i,8,-2,i,0.8
Cc1cc(NC(=O)CC(C)C)c(=O)n(Cc2c(F)cccc2Cl)c1,i,-1,i,i,i,-34,i,2,-5,i,-0.9
O=C(CCC(=O)N1CCSc2ccccc21)NCCc1ccccc1,i,-15,i,i,i,-14,i,-2,-10,i,-0.3
CC(=O)Nc1ccn(-c2ccccc2)n1,i,-13,i,i,i,-12,i,-2,-1,i,2.3
CCCC1=NN(c2ccc([N+](=O)[O-])cc2)C(=O)/C1=C\N(C)C,i,-8,i,i,i,-53,i,0,4,i,0.6
COc1ccc(NC(=O)Cc2ccc(C)cc2)c([N+](=O)[O-])c1,i,2,i,i,i,-2,i,-6,-6,i,0.7
COc1ccc(SCCN2CCN(C)CCC2=O)cc1,i,-1,i,i,i,.,.,.,-4,i,0.1
COc1ccc(Cl)cc1N/C(N)=N/c1nc(C)cc(=O)[nH]1,i,-25,i,i,i,-39,i,4,1,i,-0.1
C[n+]1cn(/N=C/c2ccccc2)c2ccccc21,i,-87,i,i,i,-7,i,6,1,i,1.9
Cn1cc(C=O)c2cc(F)ccc21,i,-3,i,i,i,16,i,6,-2,i,-0.5
CCC(C)N(C(=O)CSc1nc2ccc(OC)cc2[nH]1)C1CCS(=O)(=O)C1 (stereo not drawn),i,2,i,i,i,.,i,.,1,i,-0.3
CCC(=O)NC(c1ccc(OC)c(OC)c1)c1cc(Cl)c2cccnc2c1O (stereo not drawn),i,111*,i,i,i,68*,.,11,56*,i,1.9
Cc1ccc(C(=O)N/C(=C\c2cccc([N+](=O)[O-])c2)C(=O)Nc2cccc(C(=O)O)c2)cc1,i,6,i,i,i,-9,i,3,-1,i,-0.2
c1cc2c(cc1NC1CCCCCC1)OCO2,i,-9,i,i,i,-22,i,6,4,i,0.9
Cc1ccccc1NC(=O)CSc1nnc(C)c(=O)[nH]1,i,-10,i,i,i,-29,i,3,-4,i,-0.1
COc1ccccc1NC(=O)c1c(NC(=O)CCC(=O)O)sc2c1CCCCC2,i,-2,i,i,i,-21,i,7,21,i,-0.6
O=c1c2ccccc2nc(/C=C/c2c[nH]c3ccccc23)n1CCO,i,-160,i,i,i,-49,i,0,1,i,5.6
CC(C)c1nnc(NC(=O)CSc2ncn[nH]2)s1,i,11,i,i,i,-20,i,-1,9,i,-0.2
O=C(Nc1ccc(C(=O)N2CCCC2)cc1)c1ccccc1F,i,-65,i,i,i,-26,i,1,8,i,1.3
COc1ccc2cc(CCNC(=O)C(C)(C)C)c(=O)[nH]c2c1,i,-15,i,i,i,-14,i,6,-5,i,0.3
COC(=O)C(O)(CC(=O)Nc1ccc(C)c(F)c1)C(F)(F)F (stereo not drawn),i,-3,i,i,i,-12,i,-1,6,i,0.3
COC(=O)C(C)N(C(=O)c1cccc2ccccc12)c1c(C)cccc1C (stereo not drawn),i,-2,i,i,i,-7,i,0,3,i,-0.4
CCO/C(C)=C1/SC(=S)NC1=O,i,-11,i,i,i,-23,i,1,2,i,0.2
CCOC(CNc1c([N+](=O)[O-])c(=O)n(C)c(=O)n1C)OCC,i,-7,i,i,i,5,i,-10,3,i,-0.8
COc1ncnc2sc3c(c12)CCCC3,i,13,i,i,-6*,-20,i,-3,0,i,0.3
Cc1cc2ncn(C(=O)N3CCOCC3)c2cc1C,i,-4,i,i,i,-18,i,-6,6,i,-0.8
O=C1c2ccccc2NC(c2ccc([N+](=O)[O-])cc2)N1O (stereo not drawn),i,-7,i,i,i,-3,i,-1,-13,i,-0.1
Cc1ccccc1N=Nc1c(O)[nH]c2ccccc12,i,-17,i,i,i,.,i,.,-5,i,0.6
COc1ccc(OC)c(S(=O)(=O)N2CCC(C(=O)NCCC3=CCCCC3)CC2)c1,i,-13,i,i,i,-10,i,0,-12,i,0.2
CC1CCC(C(C)C)C(OC(=O)CSc2n[nH]c(=O)[nH]c2=O)C1 (stereo not drawn),i,1,i,i,i,5,i,-3,3,i,-0.5
Cc1cccc(-c2c3c(=O)n(C)c(=O)n(C)c3c3cccnn23)c1,i,17,i,i,i,-28,i,6,5,i,-0.1
CCCCc1cc(=O)oc2cc(OCC(=O)N3CCC(C(=O)O)(c4ccccc4)CC3)ccc12,i,7,i,i,i,-32,i,-6,20,i,0.0
O=S(=O)(c1cccs1)N1CCN(CC(O)COc2cccc(Br)c2)CC1 (stereo not drawn),i,21,i,i,i,-11,i,-2,-10,i,0.0
CCC(C)c1c(O)nc(SCC(=O)Nc2ccccc2)[nH]c1=O (stereo not drawn),i,-22,i,i,i,-19,i,10,-1,i,0.9
